Assay outcomes deposited in PubChem BioAssay by several laboratories.
S1P4 antagonist: blocks the human S1P4 receptor; O95977; S1P4-expressing cells, antagonist mode, reporter read-out; inhibition, % at 4.98 µM; 220,000 tested, 0.26% active; in the data active = inhibition above about 29%;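 note: 0% = wells stimulated with agonist and 100% = vehicle wells without agonist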
Target sequence (O95977 whole entry, looked up): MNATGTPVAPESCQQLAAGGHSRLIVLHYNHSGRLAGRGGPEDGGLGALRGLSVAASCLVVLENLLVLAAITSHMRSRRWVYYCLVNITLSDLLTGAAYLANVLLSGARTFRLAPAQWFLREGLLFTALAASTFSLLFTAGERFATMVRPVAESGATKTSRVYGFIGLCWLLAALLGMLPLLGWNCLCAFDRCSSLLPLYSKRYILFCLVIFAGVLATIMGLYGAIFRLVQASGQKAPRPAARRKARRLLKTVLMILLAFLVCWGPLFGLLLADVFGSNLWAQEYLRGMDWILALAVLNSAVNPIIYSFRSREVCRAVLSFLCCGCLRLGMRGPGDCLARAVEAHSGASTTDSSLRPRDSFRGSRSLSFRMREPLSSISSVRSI
PERK inh: human PERK inhibition, primary cell-based screen; CHO PERK-DD fusion, SEAP luminescence translation reporter; inhibition, % at 5.6 µM; 220,000 tested, 0.17% active; AID 1416;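 active = inhibition above the mean inhibition of all tested compounds plus 3 SD, set separately per screening campaign, cut at about 2.9% in these data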;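 note: PERK kinase domain activated by AP20187 dimerizer at 100 nM; 0% = DMSO with dimerizer and 100% = rapamycin at 8.4 µM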
BaF3 tox: parental Ba/F3 viability inhibition as JAK2V617F counter-screen; CellTiter-Glo ATP luminescence; inhibition, % at 5.6 µM; 220,000 tested, 1.1% active; AID 1486;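 active = inhibition above a per-campaign cutoff, the mean inhibition of all tested compounds plus 3 SD, cut at about 27% in these data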;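 note: 0% = DMSO wells and 100% = JAK Inhibitor I control wells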
S1P4 ag: activates the human S1P4 receptor. O95977. AID 1509. activation, % at 4.98 µM. 220,000 tested, 0.35% active. S1P4-expressing cell line, agonist reporter assay; in the data active = activation above about 11%;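 note: 0% = DMSO vehicle and 100% = reference agonist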
EP2 mod: EP2 receptor (human) modulation. P43116. EP2-expressing cells, cAMP HTRF FRET, PGE2 co-stimulation. 260,000 tested, 0.83% active. induction, % at 25 µM. AID 940;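 active = compounds whose cAMP rise, as percent of the full-agonist control response, exceeds 60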;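 note: rat C6 glioma line stably carrying human EP2 under a CMV promoter; the protocol text gives 20 µM as final concentration; 100% = response of wells given 1 µM PGE2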
Target sequence (P43116 whole entry, looked up): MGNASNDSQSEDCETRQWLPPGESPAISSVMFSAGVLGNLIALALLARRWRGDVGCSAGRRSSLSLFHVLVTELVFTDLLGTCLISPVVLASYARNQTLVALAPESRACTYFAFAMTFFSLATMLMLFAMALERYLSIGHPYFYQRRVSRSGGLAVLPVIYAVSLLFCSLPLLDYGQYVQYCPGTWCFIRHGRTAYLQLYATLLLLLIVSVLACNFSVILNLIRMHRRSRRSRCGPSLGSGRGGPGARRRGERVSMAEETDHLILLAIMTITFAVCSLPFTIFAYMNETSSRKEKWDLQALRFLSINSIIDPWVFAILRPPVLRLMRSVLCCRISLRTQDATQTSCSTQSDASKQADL
Calpain2 inh: calpain II (pig) inhibition. inhibition, % at 16 µM. purified calpain II, fluorogenic peptide substrate, 30 min. 220,000 tested, 0.37% active;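 active = inhibition above about 50%, limit read from the data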
zfTRPN1 agonist: agonists of zebrafish TRPN1 channel; 220,000 tested, 0.18% active; AID 1424; HEK293 zebrafish TRPN1-YFP, Fluo-8 calcium fluorescence; 100% = response to 87 µM carbachol; activation, % at 3 µM;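 active = activation above its plate's cutoff, the mean activation of test wells on that plate plus 3 SD, cut at about 19% in these data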;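 note: 0% = DMSO alone and 100% = 87 µM carbachol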
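Material – zebrafish TRPN1-YFP in HEK293 cells · Doses – 3 µM single point · Schedule – dye 1 h 37 °C plus 30 min RT · Signal – Fluo-8 calcium fluorescence, excitation 470-495 nm, emission 515-575 nm · Read-out – % activation versus carbachol response · Control set – carbachol high, DMSO low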
Ba/F3 V617F tox: reduce viability of Ba/F3 cells dependent on JAK2V617F; Ba/F3 EpoR-JAK2V617F viability, ATP luminescence; inhibition, % at 5.6 µM; 220,000 tested, 1.1% active; AID 1446;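 active = inhibition above the campaign mean plus 3 SD over all tested compounds, cut at about 24% in these data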;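 note: cytokine-independent growth of Ba/F3 cells driven by EpoR plus mutant JAK2; 0% = DMSO-treated cells and 100% = JAK inhibitor I control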
TRPML3 ag: agonists of human TRPML3 channel | Q8TDD5 | HEK293 TRPML3-YFP, Fluo-8 calcium fluorescence; 100% = the carbachol control signal | activation, % at 3 µM | 220,000 tested, 0.29% active | AID 1448;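 active = activation above its plate's cutoff, the mean activation of the plate's test wells plus 3 SD, cut at about 12% in these data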;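 note: 0% = DMSO only wells and 100% = carbachol wells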
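Material: TRPML3-YFP stable HEK293 cells | Dosing: One concentration, 3 µM nominal, 0.3% DMSO | Timing: 125 s total fluorescence read per well | Technique: Fluo-8 calcium dye fluorescence, ex 470-495, em 515-575 nm | Measure: Percent activation from peak-to-basal fluorescence ratio, scaled between DMSO and carbachol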
The depositor's hits bear a star; & = joins results of further samples. Outcome played no part in choosing rows. About 3.6% of those tested had a hit in this group.

SMILES	S1P4 antagonist	PERK inh	BaF3 tox	S1P4 ag	EP2 mod	Calpain2 inh	zfTRPN1 agonist	Ba/F3 V617F tox	TRPML3 ag
OCCC1CN(Cc2nc3ccccc3[nH]2)CCN1C1CCCC1 (configuration not stated)	-3	0.8	2	-0.4	-9	-3	1.0	-1	0.5
c1ccc2nc3c(cc2c1)CCCCCC3	6	1.3	7	-3.3	17	2	-1.1	1	0.5
COc1ccc(NC(=S)Nc2ccc(OCc3ccccc3)cc2)c(OC)c1	0	0.5	1	-0.5	-14	26	0.0	-3	0.5
CC(=O)CCc1c[nH]c2c(C(=O)O)cccc12	-2	1.4	5	-0.1	9	8	1.0	-2	0.5
N#CC1=C(N)NC(=S)C(C(N)=O)C1c1ccccc1F (configuration not stated)	4	-0.6	-1	2.2	13	-5	-0.4	0	0.9
CC(C)c1ccc(NC(=S)N2CCCC(c3ccc(F)cc3)=N2)cc1	-2	-0.7	-5	1.4	-53	-7	0.1	0	0.5
Cc1cccc(OCc2nc(C#N)c(NCc3ccc4c(c3)OCO4)o2)c1	-8	-0.2	4	-1.2	-66	50	-1.5	-2	-0.6
CC(C)CC(c1nnnn1C(C)C)N1CCN(c2cccc(Cl)c2)CC1 (configuration not stated)	-5	0.1	1	0.7	2	28	0.0	1	2.1
CCOc1cc(/C=N/N=C(\N)c2nonc2N)cc(Br)c1OCc1cccc2ccccc12	11	0.0	5	-0.8	12	-154	0.1	5	0.8
CC1=C(C(=O)OC(C)C)C(c2ccccc2)NC(=S)N1C (configuration not stated)	1	0.7	5	1.1	40	4	-3.5	-3	-1.2
COc1ccc(NC(=O)CSc2nnc(NC(=O)c3ccc(S(=O)(=O)N4CCOCC4)cc3)s2)cc1	-7	-0.9	4	0.2	17	12	0.7	4	0.8
c1ccc(C2C3=C(Nc4ncnn42)c2ccccc2CCC3)cc1 (configuration not stated)	6	1.0	4	2.0	-20	1	-0.2	-2	-0.6
CCOC(=O)C1CCN(C(=O)CCS(=O)(=O)c2ccc3c(c2)CC(C)N3C(=O)CC)CC1 (configuration not stated)	2	0.4	6	0.9	14	-19	1.7	0	0.1
CCOC(=O)COc1c(Cl)cc(C2NC(=S)NC(c3ccccc3)=C2C(C)=O)cc1OCC (configuration not stated)	-11	-0.4	3	-1.0	35	16	-0.3	4	0.3
Cc1ccc(NC(=O)CN2C(=O)S/C(=C\C(=O)Nc3ccc(Cl)cc3)C2=O)cc1	-16	0.0	73*	2.6	-7	17	0.0	5	-0.1
Cc1cccc(NC(=O)/C(C#N)=C\c2ccc(C(=O)O)cc2)c1	-9	0.6	6	1.7	-76	-29	1.0	0	0.7
N#Cc1c(NC(=O)C2CC(Cl)=CCC2C(=O)O)sc2c1CCCC2 (configuration not stated)	-10	0.9	1	-0.5	-3&27	-25	0.2	-4	0.0
Cc1cc(C(=O)CN2C(=O)c3ccccc3C2=O)c(C)n1Cc1cccs1	-5	-0.4	4	-0.4	4	18	1.7	-2	-0.2
O=C(CSc1ccc(-c2ccccc2)nn1)c1ccccc1	-12	1.3	3	4.6	-18	34	0.2	0	-0.1
COCCCNC(=S)NCCc1ccc(F)cc1	-18	0.1	2	-0.3	-4	11	0.0	1	-0.4
COc1cccc(NC(=S)C(C#N)=C2N(C)c3ccccc3N2C)c1	-11	0.3	-3	-2.4	-35	15	-1.5	-4	-0.2
COc1cc(/C=N/NC(=S)N/N=C/c2cc(OC)c(OC)c(OC)c2)cc(OC)c1OC	-16	-0.9	6	0.5	-34	24	0.2	2	-0.4
CCN(CC)C(=O)Oc1cc(=O)n(C)c2ccccc12	4	0.1	4	0.4	10	-5	1.1	-1	-0.5
Cc1[nH]n2c(=O)c3c(nc2c1-c1ccc(F)cc1)CCCC3	-5	1.9	0	-1.9	-18	-15	0.7	-3	-0.2
CC(C)OC(=O)CSc1nnnn1-c1ccc2c(c1)OCCO2	4	1.0	2	0.2	-5	21	-0.1	1	-0.8
O=C(CCS(=O)(=O)c1cccs1)Nc1ccc(C(=O)NC2CCN(Cc3ccccc3)CC2)cc1	-2	-0.1	4	-1.2	-27	-9	2.4	0	1.3
CCCNC(=O)c1nnsc1S(=O)c1ccc(Cl)cc1 (configuration not stated)	77*	0.3	-3	-1.4	-74	0	1.6	55*	6.2
COC(=O)C1CCN(C(=O)c2cc3c(=O)n4cccc(C)c4nc3n2Cc2ccccc2)CC1	-6	-2.4	0	1.2	46	-147	0.3	-6	0.2
Cc1ccccc1NC(=O)Cn1cnc2c(oc3ccccc32)c1=O	5	-1.7	7	-1.6	13	-37	0.3	5	0.4
CCOC(=O)C(CSCC(=O)c1ccc(Br)cc1)NC(=O)OC(C)(C)C (configuration not stated)	5	0.4	3	1.1	29	6	-0.8	1	1.1
COc1ccc(N=C/C=C2\C=C(c3ccccc3)OC(C)(C)O2)cc1	-7	-0.1	7	1.0	57	24	0.0	3	-0.2
COC(=O)c1cc(Br)c(=O)n(Cc2cccnc2)c1	-12	0.9	3	-0.1	7	-9	-0.1	-3	1.1
CC12CC3CC(C)(C1)CC(Nc1nc(N4CCOCC4)nc4ccccc14)(C3)C2	0	0.4	0	0.4	-66	6	0.4	2	0.3
Clc1cccc(OCc2nc(-c3ccncc3)no2)c1	-13	2.2	4	0.6	-14	0	0.2	1	-0.7
O=C(OCc1nnc(-c2ccccc2)o1)c1cc2ccccc2cc1O	-7	0.6	4	0.6	-67	-18	-1.4	2	0.0
CN(Cc1cn(C)nc1-c1ccccc1F)C1CCOC1 (configuration not stated)	0	0.7	4	0.1	-4	-20	1.1	-1	1.2
C/C(=N\Nc1nc2ccccc2s1)c1cccs1	-11	0.1	7	-0.6	1	3	0.0	0	1.1
CNC(=S)N(CCc1c(C)[nH]c2ccc(C)cc12)Cc1ccco1	-12	0.0	4	1.7	6	-11	-3.2	-4	-0.4
C=CCn1c(C)cc(C(=O)COc2ncnc3sccc23)c1C	-23	-0.7	-1	0.5	-1	12	2.0	-4	0.3
Cc1ccc(S(=O)(=O)N2CCCCC2)cc1NC(=O)COC(=O)c1ccccc1F	-14	1.3	3	1.6	-4	13	0.2	-6	1.1
CN(C)CCNC(=O)CNC(=S)N(Cc1ccccc1)Cc1cccnc1	-21	-0.2	5	-0.1	17	10	-1.0	4	0.1
Cc1ccc(C(=O)N2CCN(S(C)(=O)=O)C2)cc1	4	1.1	4	-2.7	0	-30	0.0	-1	1.2
CCCn1c(=O)c2[nH]cnc2n(-c2ccccc2C)c1=O	-9	1.6	-7	-2.0	-19	3	-0.9	-2	0.1
COc1ccc(CCNC(=O)CSc2ccc(-c3ccncc3)nn2)cc1	-22	1.4	10	0.7	14	-19	0.8	1	1.0
CC1(C)Oc2cc(N)c([N+](=O)[O-])cc2O1	3	2.0	4	2.0	14	-15	-1.3	-1	-0.2
Cc1ccnc(NS(=O)(=O)c2cc([N+](=O)[O-])ccc2C)c1	-11	0.5	3	0.1	9	-45	-0.3	-2	0.7
O=C(CSc1ncccn1)N/N=C/c1cccc(OC2CSC2)c1	-3	-0.1	2	-1.9	-57	6	0.0	6	0.2
COc1ccc(OC)c(C2NC(=S)NC(C)=C2C(=O)Nc2ccccn2)c1 (configuration not stated)	5	-0.8	9	-1.3	-5	20	-0.7	1	-0.2
O=c1nc(-c2ccccc2)cc(-c2ccccc2)[nH]1	-21	0.1	5	-0.4	65*	-138	-1.2	-4	0.1
COc1ccc(C(=O)CSc2nnc(CC(=O)Nc3ccccc3OC)n2C)cc1	-13	0.7	6	1.6	16	-12	0.5	2	1.2
CCc1[nH]nc2c1C(c1ccc(C)o1)C(C#N)=C(N)O2 (configuration not stated)	-18	1.2	8	-0.4	23	-17	-0.1	2	1.0
COc1ccccc1N1CCN(C(=O)c2cccc(N3C(=O)NC4CC3(C)Oc3ccccc34)c2)CC1 (configuration not stated)	-4	-0.9	2	1.9	6	-37	-0.3	-6	0.8
O=C(Cn1nc(Cc2cccnc2)c2ccccc2c1=O)Nc1cccnc1Cl	-4	-0.6	6	0.8	-9	10	-0.5	-3	0.7
CN(Cc1nc2ccccc2n1C)S(=O)(=O)c1ccc(F)cc1	-7	-1.1	4	1.5	15	-13	-0.4	4	0.2
CCOC(=O)/C(C#N)=C/Nc1ccsc1C(C)=O	-3	0.2	1	0.9	-23	28	1.6	1	0.3
Cc1ccc(C)c(S(=O)(=O)N2CCN(C(=O)c3cnccn3)CC2)c1	-7	0.8	2	0.6	9	0	0.8	-2	0.3
CCNC(=O)N1C(CC(=O)OCC)C(=O)NC2CCCCC21 (configuration not stated)	1	1.4	7	0.0	35	9	0.5	1	0.9
COc1ccccc1N(C(C)=O)C1SC(=O)N(c2ccccc2)C1=O (configuration not stated)	3	0.1	-2	-0.8	40	-2	-0.4	3	0.5
Cc1cc(C)cc(Nc2cnn(C34CC5CC(CC(CC(=O)O)(C5)C3)C4)c(=O)c2Cl)c1	-2	-0.2	8	-2.3	15	4	-0.8	-1	0.4
Cc1cccc(NC(=S)N(CCCN(C)C)Cc2cc3cc4c(cc3[nH]c2=O)OCO4)c1	7	-0.6	5	-1.3	-37	-48	-0.5	-3	0.1
CCOc1ccccc1C(=O)Nc1cc(OC)ccc1OC	-3	-1.6	13	1.4	37	6	-3.5	2	-0.5

A second format for four compounds above:
> CCc1[nH]nc2c1C(c1ccc(C)o1)C(C#N)=C(N)O2 (configuration not stated)
  S1P4 antagonist = -18; PERK inh = 1.2; BaF3 tox = 8; S1P4 ag = -0.4; EP2 mod = 23; Calpain2 inh = -17; zfTRPN1 agonist = -0.1; Ba/F3 V617F tox = 2; TRPML3 ag = 1.0

> COc1ccccc1N1CCN(C(=O)c2cccc(N3C(=O)NC4CC3(C)Oc3ccccc34)c2)CC1 (configuration not stated)
  S1P4 antagonist = -4; PERK inh = -0.9; BaF3 tox = 2; S1P4 ag = 1.9; EP2 mod = 6; Calpain2 inh = -37; zfTRPN1 agonist = -0.3; Ba/F3 V617F tox = -6; TRPML3 ag = 0.8

> O=C(Cn1nc(Cc2cccnc2)c2ccccc2c1=O)Nc1cccnc1Cl
  S1P4 antagonist = -4; PERK inh = -0.6; BaF3 tox = 6; S1P4 ag = 0.8; EP2 mod = -9; Calpain2 inh = 10; zfTRPN1 agonist = -0.5; Ba/F3 V617F tox = -3; TRPML3 ag = 0.7

> CN(Cc1nc2ccccc2n1C)S(=O)(=O)c1ccc(F)cc1
  S1P4 antagonist = -7; PERK inh = -1.1; BaF3 tox = 4; S1P4 ag = 1.5; EP2 mod = 15; Calpain2 inh = -13; zfTRPN1 agonist = -0.4; Ba/F3 V617F tox = 4; TRPML3 ag = 0.2
